BoNT-F LC inh: blocks Botulinum neurotoxin F light chain protease; Multiplex microsphere protease cleavage assay, flow cytometry; inhibition, % at 10 µM; 360,000 tested, 0.22% active; in the data active = inhibition above about 35%, passing the limit was not always enough; inconclusive = no clear call, values can overlap the other calls; also: plate controls were buffer without enzyme for full effect and enzyme alone for no effect
PfHsp40 yeast: compounds rescuing yeast from Plasmodium falciparum HSP40 toxicity; S. cerevisiae expressing PfHsp40, growth rescue, ATP luminescence; growth rescue, % at 12.5 µM; 340,000 tested, 0.68% active; AID 504582; in the data active = growth rescue above about 28%, passing the limit was not always enough; inconclusive = no clear call, values can overlap the other calls;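 also: yeast W303a lacking pdr1 and pdr3 grown in galactose medium; growth measured after three days at 30 °C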
GDH-TPI counter: inhibits GDH-TPI coupling enzymes, artifact for Mtb FBA screen | GDH-TPI coupled enzyme counterscreen, NADH absorbance | inhibition, % at 4.8 µM | 360,000 tested, 1.2% active; in the data active = inhibition above about 30%;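 also: 0% = DMSO wells and 100% = wells lacking the enzyme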
Mtb UGM inh: blocks M. tuberculosis UGM enzyme | P9WIQ1 | purified UGM, fluorescence polarization probe displacement | inhibition, % at 10 µM | 320,000 tested, 0.06% active | AID 504406; in the data active = inhibition above about 10%, passing the limit was not always enough; inconclusive = no clear call, values can overlap the other calls
Anthrax LF inh2: inhibitors of Bacillus anthracis lethal factor protease. P15917. AID 588501. multiplex microsphere protease cleavage assay, LF. inhibition, % at 10 µM. 360,000 tested, 0.12% active; also: plate controls were buffer without enzyme for full effect and enzyme alone for no effect
Target sequence (P15917 whole entry, looked up): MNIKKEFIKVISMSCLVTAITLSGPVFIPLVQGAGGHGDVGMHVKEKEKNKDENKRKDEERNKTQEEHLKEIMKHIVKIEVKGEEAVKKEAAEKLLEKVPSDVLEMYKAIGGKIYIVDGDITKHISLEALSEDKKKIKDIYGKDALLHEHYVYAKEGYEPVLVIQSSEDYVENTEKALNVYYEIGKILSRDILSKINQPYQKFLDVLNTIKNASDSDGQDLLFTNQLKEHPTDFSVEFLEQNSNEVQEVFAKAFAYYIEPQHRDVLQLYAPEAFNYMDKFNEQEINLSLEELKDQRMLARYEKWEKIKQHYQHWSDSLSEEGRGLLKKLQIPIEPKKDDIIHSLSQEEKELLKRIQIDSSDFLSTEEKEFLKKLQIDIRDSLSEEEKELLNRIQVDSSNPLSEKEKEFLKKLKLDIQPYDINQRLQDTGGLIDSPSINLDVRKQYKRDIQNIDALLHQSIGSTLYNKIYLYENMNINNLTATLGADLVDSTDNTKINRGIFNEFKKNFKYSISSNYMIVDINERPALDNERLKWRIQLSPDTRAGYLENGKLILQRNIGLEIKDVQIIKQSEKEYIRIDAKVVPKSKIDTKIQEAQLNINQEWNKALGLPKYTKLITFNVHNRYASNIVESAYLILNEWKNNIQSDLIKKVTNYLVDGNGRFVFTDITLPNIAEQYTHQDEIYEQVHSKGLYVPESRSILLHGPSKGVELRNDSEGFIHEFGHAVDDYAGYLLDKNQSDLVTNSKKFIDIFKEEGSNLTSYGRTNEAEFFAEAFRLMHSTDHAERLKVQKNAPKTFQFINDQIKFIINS
BoNT A protease: BoNT A light chain protease inhibition; multiplex microsphere protease substrate cleavage, flow cytometry; inhibition, % at 10 µM; 360,000 tested, 0.17% active; AID 588499; also: plate controls were buffer without enzyme for full effect and enzyme alone for no effect
Mtb FBA inh: Mtb fructose-bisphosphate aldolase inhibition; inhibition, % at 1 µM; P9WQA3; purified M. tuberculosis FBA, fluorescence read-out; 360,000 tested, 2.3% active; AID 588726; in the data active = inhibition above about 27%;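 also: 0% = vehicle and 100% = reference inhibitor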
BioA inh: blocks M. tuberculosis BioA enzyme activity; purified M. tuberculosis BioA enzyme, plate reader; 360,000 tested, 0.096% active; inhibition, % at 9.99 µM; in the data active = inhibition above about 40%; inconclusive = no clear call, values can overlap the other calls
FadD28 FP inh: M. tuberculosis FadD28 bisubstrate binding inhibition; FadD28 bisubstrate probe binding, fluorescence polarization; inhibition, % at 12.5 µM; 360,000 tested, 0.22% active; AID 588549; in the data active = inhibition above about 8.5%, passing the limit was not always enough; inconclusive = no clear call, values can overlap the other calls
* = called active by the depositor; ? = inconclusive; . = not tested or not shown; & = joins results of further samples. Rule as the data show it, unless noted: active = inhibition above about 30%; inconclusive = no clear call, values can overlap the other calls; inactive = below that.

The first 2 compounds as a preview:
Results follow in this order: BoNT-F LC inh	PfHsp40 yeast	GDH-TPI counter	Mtb UGM inh	Anthrax LF inh2	BoNT A protease	Mtb FBA inh	BioA inh	FadD28 FP inh
1: Cc1nn(C)c(Oc2ccccc2)c1CCNC(=O)C(C)(C)C
    -4.8	-1.9	-3.3	4.8	-10.4	-0.7	-0.4	.	0.4
2: COc1ccccc1C#CC1=CC(=O)C[C@H](c2ccc(F)cc2)C1
    0.0	.	9.9	.	-1.8	0.5	3.8	1.4	1.9

The listing, repeating the preview:
Results follow in this order: BoNT-F LC inh	PfHsp40 yeast	GDH-TPI counter	Mtb UGM inh	Anthrax LF inh2	BoNT A protease	Mtb FBA inh	BioA inh	FadD28 FP inh
1: Cc1nn(C)c(Oc2ccccc2)c1CCNC(=O)C(C)(C)C
    -4.8	-1.9	-3.3	4.8	-10.4	-0.7	-0.4	.	0.4
2: COc1ccccc1C#CC1=CC(=O)C[C@H](c2ccc(F)cc2)C1
    0.0	.	9.9	.	-1.8	0.5	3.8	1.4	1.9
3: CN1C(=O)CC(n2c(CO)nc3ccccc32)C1=O (stereo unspecified)
    -126.7	-0.3	9.8	-1.4	-3.7	-5.4	5.5	0.1	-0.7
4: Cc1ccc(C)c(NS(=O)(=O)c2cc(C(=O)NCc3ccncc3)ccc2C)c1
    0.5	-1.7	4.5	-2.4	3.3	0.1	1.6	0.9	-1.5
5: COCCNC(=O)/C(C#N)=C1\N=C(N)c2ccccc21
    -8.4	0.9	20.1	0.3	-0.4	-0.8	-3.6	.	-1.0
6: CCCCc1ncc(CN2CCC(n3nccc3NC(=O)c3ccccc3OC)CC2)[nH]1
    -4.2	15.2	-9.0	0.7	-0.7	-3.0	0.1	0.4	-3.9
7: COc1ccc(-n2nnnc2C(c2cccs2)N2CCC(n3c(=O)[nH]c4ccccc43)CC2)cc1 (stereo unspecified)
    -12.0	.	.	.	-6.4	-0.4	0.6	2.7	-2.0
8: O=S(=O)(c1ccc(Br)cc1)c1nc(-c2ccccc2)oc1NCCN1CCOCC1
    5.5	-0.2	9.8	1.6	-3.0	-0.1	0.6	0.2	-0.7
9: Cc1nn(C)cc1[C@@H]1C[C@H]2CN(Cc3cccc(Cl)c3)C(=O)[C@]23CCCN13
    -2.8	-1.4	3.6	1.9	-2.0	-0.3	3.0	.	-2.0
10: CSc1nc2sc3c(c2c2nncn12)CCC3
    -2.7	1.2	10.8	-0.8	-1.0	0.4	-2.0	.	-2.3
11: O=P(O)(CP(=O)(c1ccccc1)c1ccccc1)c1ccccc1
    ?	0.0	-8.6	-1.3	3.6	0.4	-4.9	-1.2	-3.9
12: Cc1ccc(NC(=S)N(CCCN2CCOCC2)Cc2ccco2)cc1
    -0.5	-0.9	-5.0	-1.0	-3.6	-0.6	3.0	.	0.9
13: COc1ccc(NC(=O)c2ccccc2[N+](=O)[O-])cc1OC
    -8.1	-0.7	11.1	5.4	1.8	1.0	1.7	2.0	-2.6
14: CCOc1ccc(NS(=O)(=O)c2cc(Cl)ccc2OC)cc1
    -2.0	2.5	5.0	-0.4	0.5	0.3	0.5	2.9	0.8
15: CN(C)CCNC(=O)Nc1cccc(Cl)c1Cl
    0.4	-0.5	0.9	-1.2	0.8	-0.2	-0.3	-0.1	-1.2
16: CC(=O)NCCn1c(SCC(=O)c2ccc(Cl)cc2)nc2ccccc2c1=O
    -6.2	0.4	-5.3	1.8	0.5	?	-2.3	-0.3	-4.1
17: O=C(N/N=C1\CCCc2oc(C(=O)O)cc21)c1ccccc1
    -7.6	2.3	5.5	2.6	-5.4	-0.4	-1.5	1.2	-2.0
18: Oc1c(Br)cc(Br)cc1/C=N/NC(=S)N[C@H]1CC2C=CC1C2 (stereo partly specified)
    .	78.4*	13.1	0.9	.	.	0.8	0.1	1.3
19: O=C(CCc1ccccc1)Nc1ccc(NC(=O)C2CCCCC2)nc1
    -2.0	2.3	5.0	-0.7	-1.4	-0.5	-4.0	.	-0.9
20: CCOC(=O)c1ccc2ncc(C(=O)OCC)c(NCCN(C)C)c2c1
    -3.7	0.9	14.7	1.6	5.3	-1.2	14.3	-4.6	1.3
21: COc1ccc(-n2ccn(CC(=O)Nc3ccccc3OC)c(=O)c2=O)cc1
    -3.8	-0.4	3.7	2.1	0.1	-3.2	-0.3	2.3	-2.5
22: O=Cc1c(SCCO)nc2ccccn2c1=O
    -4.2	1.1	22.2	-1.6	-2.1	-1.1	-1.2	-1.1	-0.5
23: O=C(CCN1CCN(c2ccccc2)CC1)c1ccc(Br)cc1
    10.7	-0.7	0.7	0.1	12.0	1.1	6.4	-2.5	0.6
24: C[C@@H]1CN([C@H](C)CO)C(=O)CCCn2nncc2CO[C@H]1CN(C)C(=O)NC1CCCCC1
    -4.8	.	3.8	.	-4.7	-0.4	1.5	-1.4&-0.3	1.1
25: COc1cc(C2c3c(-c4cc(Cl)c(C)cc4O)n[nH]c3C(=O)N2Cc2cccnc2)ccc1O (stereo unspecified)
    -12.3	-0.6	-5.5	-0.8	-8.8	-2.2	-3.4	8.0	-12.1
26: O=C(COC(=O)[C@@H]1CC(O)CN1S(=O)(=O)c1ccccc1[N+](=O)[O-])Nc1ccc2ccccc2c1 (stereo partly specified)
    -8.8	0.1	8.1	2.7	-0.3	0.1	-9.0	-1.2	-4.7
27: CC(=O)c1c(C)n(CCO)c2ccc(O)cc12
    -0.5	0.2	13.8	-3.2	0.7	0.3	-2.6	-0.3	-4.1
28: O=C(NCCNc1ccccc1[N+](=O)[O-])c1cc(F)c(F)cc1Cl
    ?	-1.1	8.4	0.1	14.4	-1.3	-1.8	0.4	-0.6
29: C=CCc1cccc2cc(C(=O)NNC(=O)CC#N)c(=O)oc12
    -8.6	?	5.6	-1.9	-3.6	-0.9	3.5	.	-0.4
30: CCC(C)NC(=O)CN(c1cc(C)ccc1OC)S(C)(=O)=O (stereo unspecified)
    -5.9	-0.9	-4.6	-2.0	-0.5	-2.2	2.1	-0.8	0.9
31: COc1cccc(N2C(=O)Nc3ccc(Br)cc3C2(O)C(=O)NCCCOC(C)C)c1 (stereo unspecified)
    -2.7	-1.4	-4.3	-1.1	-11.1	1.8	-0.9	-0.9	-3.3
32: C/C(CC(=O)Nc1ccc2c(c1)OCCO2)=N\NC(=O)COc1ccc(Cl)c(C)c1
    -0.2	0.4	11.1	-0.8	2.5	-1.3	-1.1	-1.4	-6.3
33: Cc1c(C)c2ccc(OCC(=O)NC(Cc3c[nH]c4ccc(O)cc34)C(=O)O)c(C)c2oc1=O (stereo unspecified)
    -3.6	0.3	10.4	0.2	-0.9	-0.5	4.0	-0.2	-0.3
34: Cc1cc(NC(=O)COC(=O)C2CC(=O)N(c3cccc(Cl)c3)C2)no1 (stereo unspecified)
    -16.5	-0.8	9.8	-2.7	-0.2	-2.0	-2.5	-0.7	-3.5
35: CN1CCc2nc3sc(C(=O)NCc4ccccc4)c(N)c3cc2C1
    -58.0	1.3	13.8	0.5	-8.4	2.7	-0.8	-0.8	-3.5
36: CC1=CC(C)[C@H](/C=N/n2c(=O)[nH]c3c([nH]c4ccc(C)cc43)c2=O)C(C)C1 (stereo partly specified)
    -6.8	0.1	0.6	2.6	-1.9	-0.1	52.7*	.	-2.1
37: N[C@@H](Cc1ccc(N(CCCl)CCCl)cc1)C(=O)O
    0.6	0.4	32.6*	1.6	-5.9	0.1	5.3	-3.3	-0.1
38: C=CCNC(=S)N1CCC(C(=O)c2ccc(C)cc2)CC1
    -35.6	2.2	3.9	0.6	1.1	-2.4	1.2	-1.2	0.2
39: Cc1ccccc1S(=O)Cc1ccc(C(=O)N2CCN(C3CCCCC3)CC2)o1 (stereo unspecified)
    -2.0	.	9.7	.	7.1	0.2	4.8	-3.6	-0.1
40: Cc1nc(CNS(=O)(=O)c2cccc(F)c2)cs1
    -2.2	-0.9	-0.4	-0.4	10.2	1.6	-2.0	-0.1	-1.7
41: CNc1nc(N)c([N+](=O)[O-])c(Nc2cccc(Cl)c2)n1
    ?	.	13.3	0.9	5.3	-3.8	4.4	7.3	0.7
42: COC(=O)C1=C(c2ccc(F)cc2F)C[C@@H]2CC[C@H]1N2C(=O)N1CCCCC1
    -1.1	-1.5	2.5	-1.9	-10.9	-0.6	-2.7	-0.3	-2.4
43: Cc1c(NS(=O)(=O)c2cccs2)cccc1-c1nc2cccnc2s1
    -1.6	6.8	17.7	0.9	0.2	-0.2	1.1	.	-0.3
44: CCOC(=O)N1CCC(c2cc(=O)n3[nH]cc(C(=O)OC)c3n2)CC1
    2.9	0.0	2.8	1.1	-1.9	0.1	-1.1	-1.6	-1.0
45: COc1ccc(Cc2c(-c3ccc(F)cc3)nc3ccc(Cl)cn23)c(C)c1
    -10.4	.	.	.	8.8	12.3	2.7	1.3	-6.3
46: O=C(COC(=O)c1cc([N+](=O)[O-])ccc1NCCO)c1ccc(Cl)cc1
    0.3	-0.2	2.3	-4.1	1.6	-0.2	0.7	.	-2.2
47: COc1ccccc1C(=O)COC(=O)Cn1[nH]c(=O)c2ccccc2c1=O
    -1.1	0.2	-2.8	0.1	-2.2	0.6	-1.5	.	-3.1
48: OCCCc1cn(Cc2ccccc2)c2ccccc12
    -0.4	1.1	-0.8	0.1	3.0	-2.3	-1.9	-0.1	-4.9
49: COc1ccc(CNC(=O)CCCCCNc2nc(=S)[nH]c3ccccc23)cc1
    -6.1	0.2	3.1	0.6	-4.0	-0.9	-4.2	-0.2	-0.6
50: CN(Cc1nc(-c2ccc(Cl)cc2)no1)C(=O)c1ccc2c(c1)OCO2
    .	0.2	8.1	.	.	.	-2.8	1.6	-4.8

(cont.)
Results follow in this order: BoNT-F LC inh	PfHsp40 yeast	GDH-TPI counter	Mtb UGM inh	Anthrax LF inh2	BoNT A protease	Mtb FBA inh	BioA inh	FadD28 FP inh
51: CCc1ccc(C(=O)NNC(=O)C2CC(=O)N(Cc3ccccc3)C2)cc1 (stereo unspecified)
    -5.4	-0.4	3.5	-1.3	-6.4	0.0	-1.1	-1.5	0.3
52: CSCCC(NS(=O)(=O)/C=C/c1ccccc1)C(=O)O (stereo unspecified)
    1.3	-0.9	-4.9	-1.2	-0.3	-0.1	1.6	.	0.4
53: NC(=Nc1ccccc1)Nc1ccccc1
    5.9	-1.6	6.0	-1.8	-13.1	-1.1	1.9	1.1	-1.0
54: Cc1cc(NC(=O)CCC(=O)N(c2cccc(F)c2)C(C(=O)NC2CCCC2)c2ccncc2)no1 (stereo unspecified)
    -17.0	0.3	-3.7	1.0	4.6	-0.4	1.0	-3.2	-2.7
55: CCNc1nc(NCC)nc(Oc2ccc(OCC)nn2)n1
    0.3	0.6	9.6	-1.6	-5.2	-0.6	-1.2	-1.9	-1.7
56: CC(=O)NC(=Cc1ccccc1)C(=O)N1CCCC1C(=O)O (stereo unspecified)
    3.9	.	-4.4	.	-4.5	0.0	-2.0	-1.2	-3.9

Source: PubChem BioAssay (several laboratories)
